Compound activity as filed in PubChem.
Shn3 inh set2 – reduction of Shn3 3'UTR firefly luciferase signal, primary screen, Schnurri-3 inhibitor project, cell-based, Clone20 osteoblasts, set 2; Clone20 osteoblast Shn3 3'UTR firefly luciferase, 24 h; inhibition, % at 12.5 µM; 360,000 tested, 0.52% active; AID 588674, 2011;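 active = mean inhibition of at least 75% with every replicate also reaching 75%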;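 note: 0% = median of neutral control wells and 100% = pilot-screen positive control compound; some compounds past the cut are filed as inactive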
MITF TRPM1 inh – inhibitors of MITF-dependent TRPM1 promoter reporter, primary screen, cell-based, SK-MEL-5, single point, luciferase. SK-MEL-5 TRPM1 promoter luciferase, 24 h. inhibition, % at 12.5 µM. 330,000 tested, 0.83% active;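 active = mean inhibition across replicates of 60% or more, whatever share of single replicates reaches that level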; note: values of inactives mirror those of a sister screen read the other way
iPSC survival up – enhancers of single-cell hiPSC survival, primary screen, ATPlite luminescence; survival enhancement, % at 20 µM; 100% = ROCK inhibitor wells, 0% = DMSO; 360,000 tested, 0.044% active; in the data active = survival enhancement above about 18%;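 note: cells exposed to compounds for 16 hours before the ATP read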
NR2E3 ag-1 – inhibitors of NR2E3-RetCOR corepressor binding, primary screen, NR2E3 agonist project, biochemical, TR-FRET, GST-NR2E3, biotin-RetCOR. Photoreceptor-specific nuclear receptor (Homo sapiens), Q9Y5X4. 1536-well. inhibition of corepressor binding, % at 4.78 µM. 320,000 tested, 0.12% active. AID 2300, 2010;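 active = percent inhibition above the cutoff of mean plus 3 SD of all tested compounds, set per screening campaign, cut at about 20% in these data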;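 note: 0% = DMSO wells and 100% = biotin wells as full block of FRET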
Target sequence (Q9Y5X4 whole entry, looked up): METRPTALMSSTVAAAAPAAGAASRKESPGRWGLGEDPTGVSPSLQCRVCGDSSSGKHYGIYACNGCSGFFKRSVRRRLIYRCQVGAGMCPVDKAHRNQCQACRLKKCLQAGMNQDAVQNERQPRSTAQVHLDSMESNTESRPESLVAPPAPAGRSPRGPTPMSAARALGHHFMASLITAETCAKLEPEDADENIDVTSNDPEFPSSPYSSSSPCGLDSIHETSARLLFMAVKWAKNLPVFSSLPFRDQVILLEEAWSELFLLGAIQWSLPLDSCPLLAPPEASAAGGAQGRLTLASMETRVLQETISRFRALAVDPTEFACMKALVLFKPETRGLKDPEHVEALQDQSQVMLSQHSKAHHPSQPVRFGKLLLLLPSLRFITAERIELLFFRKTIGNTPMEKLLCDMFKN
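system = GST-tagged NR2E3 plus biotinylated RetCOR corepressor | input = 1.35 nM GST-NR2E3 | also added = 7 nM biotin-RetCOR | schedule = 5 h incubation at 4 °C | measured by = TR-FRET with europium anti-GST and streptavidin-D2, 340 nm excitation | read-out = percent loss of FRET ratio relative to control wells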
HIF-2a inh – HIF-2a reporter inhibitors, primary screen, luminescence, 786-0 RCC cells | 360,000 tested, 0.72% active | inhibition, % at 18.8 µM | 786-0 RCC cells HIF-2a reporter, luciferase luminescence, overnight;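 active = inhibition of the luminescence signal of 40% or more relative to plate controls, in a single-dose primary screen at 18.75 µM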
TWEAK-Fn14 inh – inhibitors of TWEAK-Fn14 signaling, primary screen, luciferase reporter cells, uHTS | 360,000 tested, 2% active | AID 1159606, 2016 | inhibition, % at 10 µM | TWEAK-stimulated Fn14 reporter cells, luciferase luminescence, 8 h; in the data active = inhibition above about 50%
CF NFkB inh – inhibitors of PAF-induced NF-kB signaling, primary screen, cell-based, GFP fluorescence, uHTS. KKLEB NF-kB-GFP reporter, GFP fluorescence overnight. inhibition, % at 5 µM. 360,000 tested, 0.86% active. AID 588850, 2011;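 active = at least 50% inhibition at 5 µM, scaled per plate between neutral and stimulator controls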;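 note: PAF is a Pseudomonas aeruginosa culture filtrate used as stimulus; plate controls were PAF-stimulated DMSO wells for no effect and unstimulated DMSO wells for full effect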
NR2E3 ag-2 – NR2E3 agonists in two-hybrid cells, primary screen, cell-based, luminescence, CHO-S, Gal4-NCOR/VP16-NR2E3. AID 602229, 2012. Photoreceptor-specific nuclear receptor (Homo sapiens), Q9Y5X4. 360,000 tested, 0.35% active. luciferase. inhibition of corepressor binding, % at 3.98 µM;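 active = inhibition above the mean of all tested compounds plus 3 SD, cut at about 70% in these data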;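 note: 0% = DMSO with NR2E3 transfected cells and 100% = cells lacking NR2E3 construct; higher means lower luciferase signal from less NR2E3 corepressor binding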
Peg3 prom inh – Peg3 promoter-driven luciferase inhibitors, primary screen, cell-based, HeLa, luciferase luminescence; inhibition, % at 20 µM; 360,000 tested, 1.7% active; HeLa PEG-Prom luciferase reporter, overnight; AID 588405, 2011;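 active = inhibition of at least 50% at 20 µM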
aDG glyco act – activators of alpha-DG glycosylation, primary screen, uHTS, Pro5-aDG cells, AlphaScreen; alpha-DG glycosylation AlphaScreen (IIH6); 0% Pro5, 100% B10-LARGE cell signal; activation, % at 10 µM; 360,000 tested, 0.22% active; AID 624168, 2012;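 active = activation of at least 8% versus controls, or a plate z-score of at least 8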;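 note: Pro5 are CHO cells carrying HIG-tagged alpha-DG that lacks glycosylation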
KKLEB cytotox – cytotoxicity in KKLEB CF airway cells, primary screen, cytotoxicity control for CF NF-kB inhibitor project, cell-based, uHTS, fluorescence assay plates; activity change (cytotoxicity), % at 5 µM; 360,000 tested, 0.36% active; AID 602141, 2011; KKLEB CF airway cells viability, ATPlite luminescence, overnight; stronger effect = lower value; cells stimulated with P. aeruginosa culture filtrate;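 active = corrected activity change at or below -50% at 5 µM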
Starred values were filed as active, the others as inactive; nt = not tested or not shown.

Sample of the layout (five entries):
SMILES	Shn3 inh set2	MITF TRPM1 inh	iPSC survival up	NR2E3 ag-1	HIF-2a inh	TWEAK-Fn14 inh	CF NFkB inh	NR2E3 ag-2	Peg3 prom inh	aDG glyco act	KKLEB cytotox
Fc1ccccc1/C=N/Nc1cc(N2CCCCC2)ncn1	-25	-35	-0.4	-2	-233	-7	26	-131	-255	0.1	-29
CCCCC1SC(N)=NC1=O (centres undefined)	-2	16	1.5	nt	-13	11	-3	19	-14	0.0	-4
Cc1ccc(C)c(OCC(=O)Nc2nc3ccc([N+](=O)[O-])cc3s2)c1	-15	15	0.3	3	14	6	9	-43	2	0.1	-4
Cc1noc(C)c1C(=O)N1CCc2ccccc21	10	3	0.1	-2	11	-11	-6	-33	3	-0.1	-2
COc1ccccc1NC(=O)Cn1nnc(C(=O)NCc2cccs2)c1N	20	24	0.8	-2	20	0	25	-12	-8	-0.1	-10

Results, previewed entries included:
SMILES	Shn3 inh set2	MITF TRPM1 inh	iPSC survival up	NR2E3 ag-1	HIF-2a inh	TWEAK-Fn14 inh	CF NFkB inh	NR2E3 ag-2	Peg3 prom inh	aDG glyco act	KKLEB cytotox
Fc1ccccc1/C=N/Nc1cc(N2CCCCC2)ncn1	-25	-35	-0.4	-2	-233	-7	26	-131	-255	0.1	-29
CCCCC1SC(N)=NC1=O (centres undefined)	-2	16	1.5	nt	-13	11	-3	19	-14	0.0	-4
Cc1ccc(C)c(OCC(=O)Nc2nc3ccc([N+](=O)[O-])cc3s2)c1	-15	15	0.3	3	14	6	9	-43	2	0.1	-4
Cc1noc(C)c1C(=O)N1CCc2ccccc21	10	3	0.1	-2	11	-11	-6	-33	3	-0.1	-2
COc1ccccc1NC(=O)Cn1nnc(C(=O)NCc2cccs2)c1N	20	24	0.8	-2	20	0	25	-12	-8	-0.1	-10
O=C(CC(=O)c1ccccc1)Nc1ccc([N+](=O)[O-])cc1	-18	-46	-0.4	nt	-151	-31	-17	-30	-88	0.0	-6
COc1nccnc1NS(=O)(=O)c1ccc(NC(=O)c2cccc(C)c2)cc1	-14	0	-1.7	-1	9	4	-8	8	-1	0.1	10
CCCCCCNS(=O)(=O)c1ccccc1Br	2	0	-4.4	1	-15	1	-16	-17	-2	0.1	2
O=C(Cc1cccs1)N1CCN(S(=O)(=O)c2ccc(Br)cc2)CC1	7	9	0.4	4	16	2	7	-20	15	0.2	-18
CCCCC1(Cc2ccc(OC)c([N+](=O)[O-])c2)C(=O)N(c2ccccc2)N(c2ccccc2)C1=O	-8	3	-0.4	4	31	18	10	-6	12	-0.1	4
O=C(O)CCCN1C(=O)/C(=C/c2cn(-c3ccccc3)nc2-c2cccs2)SC1=S	-3	-3	0.8	nt	20	15	37	-35	14	-0.3	-19
COc1cc2c(cc1OC)CN(C(=O)c1ccco1)CC2	0	-1	1.2	-4	2	-3	3	4	-16	0.2	3
COc1ccc(NS(=O)(=O)c2ccc(N3CCCC3)c(NC(=S)Nc3ccc(SC(F)F)cc3)c2)cc1	40	-5	-1.1	5	-6	14	4	-4	-7	1.8	8
CCc1ccc(S(=O)(=O)c2ccc(-n3nc(C)cc3N)cc2)cc1	20	5	0.0	-2	8	0	24	-19	9	-0.1	-16
COc1ccc(C(C)=O)cc1COc1ccc([N+](=O)[O-])c(C)c1	-17	-3	0.1	2	3	-1	-13	-25	22	-0.4	4

Sorted by value in TWEAK-Fn14 inh (ascending): 3 of the compounds above
SMILES	TWEAK-Fn14 inh
COc1cc2c(cc1OC)CN(C(=O)c1ccco1)CC2	-3
CCCCCCNS(=O)(=O)c1ccccc1Br	1
CCCCC1SC(N)=NC1=O (centres undefined)	11

Going on with the list:
SMILES	Shn3 inh set2	MITF TRPM1 inh	iPSC survival up	NR2E3 ag-1	HIF-2a inh	TWEAK-Fn14 inh	CF NFkB inh	NR2E3 ag-2	Peg3 prom inh	aDG glyco act	KKLEB cytotox
CCN1CCN(c2cc(C)c3cc(NC(=O)c4ccncc4)ccc3n2)CC1	18	nt	-2.3	1	7	-33	-12	19	3	0.1	-7
COC(=O)c1cc(S(=O)(=O)Nc2cc(OC)cc(OC)c2)c[nH]1	14	4	-0.2	-3	2	-12	-14	5	0	-0.2	2
C=CCn1c(SCC(C)=O)nnc1-c1cc(-c2ccccc2)sc1N	15	-9	0.6	-1	-23	-13	-8	-31	-7	-0.2	14
CCc1ccc2oc(=O)cc(CN3CCCCC3)c2c1	-7	9	-0.1	-2	18	-1	10	5	14	0.2	-7
O=C(CSc1nnc(CN2CCOCC2)n1-c1ccc(Cl)cc1)N1CCc2ccccc21	13	-11	4.1	-1	12	26	12	-16	16	0.1	2
CCS(=O)(=O)N1Cc2ccccc2CC1C(=O)Nc1ccc(F)c(F)c1 (centres undefined)	-26	-41	0.4	0	-151	-15	3	-74	-185	-0.1	2
O=C(NC1CCCC1)C(c1cccs1)N(CC1CCCO1)C(=O)Cc1cccs1 (centres undefined)	-25	-2	0.7	-2	5	7	-1	-17	-3	0.4	5
COc1ccc(CNC(=O)COC(=O)c2ccc(Br)cc2)cc1	-37	2	-0.7	-2	14	5	10	10	0	0.2	-8
COC(=O)c1cc2occc2n1CC(=O)Nc1cc(OC)cc(OC)c1	-3	1	1.3	1	3	-11	-13	6	-6	-0.2	-6
CCCN(CC(=O)Nc1ccc(Cl)cc1Cl)C(=O)/C=C/c1ccco1	-3	-17	-1.1	-1	38	2	1	-14	-98	0.0	2
CCOc1cccc(=O)c2c(C)oc(C)c12	-25	16	0.5	2	-6	12	4	18	7	-0.1	0
O=C(CCN1C(=O)c2ccccc2C1=O)Nc1cccc(S(=O)(=O)N2CCCCC2)c1	4	1	3.2	3	1	-1	-4	19	4	-0.2	9
Cn1c(Cn2cnc3ccccc32)nc2ccccc21	2	2	-2.8	4	2	-3	-14	33	13	0.4	8
Cc1nc2ccc([N+](=O)[O-])cc2c(=O)n1Cc1ccccc1Br	22	-2	1.1	0	8	25	-3	1	36	0.0	-2
C[C@@H](NC(=O)CN1C(=O)c2ccccc2S1(=O)=O)c1ccccc1	-7	10	0.1	0	-5	3	-3	-7	17	-0.2	2

Grouped by structure, those above with an aryl thioether with sulfur outside any ring (three)
SMILES	Shn3 inh set2	MITF TRPM1 inh	iPSC survival up	NR2E3 ag-1	HIF-2a inh	TWEAK-Fn14 inh	CF NFkB inh	NR2E3 ag-2	Peg3 prom inh	aDG glyco act	KKLEB cytotox
COc1ccc(NS(=O)(=O)c2ccc(N3CCCC3)c(NC(=S)Nc3ccc(SC(F)F)cc3)c2)cc1	40	-5	-1.1	5	-6	14	4	-4	-7	1.8	8
C=CCn1c(SCC(C)=O)nnc1-c1cc(-c2ccccc2)sc1N	15	-9	0.6	-1	-23	-13	-8	-31	-7	-0.2	14
O=C(CSc1nnc(CN2CCOCC2)n1-c1ccc(Cl)cc1)N1CCc2ccccc21	13	-11	4.1	-1	12	26	12	-16	16	0.1	2

Later entries
SMILES	Shn3 inh set2	MITF TRPM1 inh	iPSC survival up	NR2E3 ag-1	HIF-2a inh	TWEAK-Fn14 inh	CF NFkB inh	NR2E3 ag-2	Peg3 prom inh	aDG glyco act	KKLEB cytotox
O=C(/C=C/c1ccc(Cl)c(Cl)c1)NCCCn1ccnc1	-6	-10	0.3	-2	-83	-30	-10	-31	-51	0.1	6
S=C(NCCCc1ccccc1)NCc1ccccc1	-18	-4	-0.4	nt	-21	9	11	-29	-39	0.2	-3
O=C(CSc1nc2ccc(NC(=O)C3CCCCC3)cc2s1)NCC1CCCO1 (centres undefined)	-7	-13	0.6	1	-135	-32	0	15	-72	0.3	-5
Cc1ccc(N=Cc2c(O)c3ccccc3oc2=O)cc1F	-16	10	-0.1	3	-118	15	14	0	24	0.1	-3
Cc1ccc2nc(Cl)nc(-c3ccccc3)c2c1	1	18	-0.4	4	16	27	12	-14	15	0.2	1
COc1cccc(NC(=O)N2C3CCCC2CC(NC(=O)C(C)(C)C)C3)c1 (centres undefined)	1	-9	-0.2	-2	17	-3	2	-22	0	0.0	3
CN(c1ccc(O)cc1)c1nc(-c2cccs2)cs1	-58	-58	-0.8	-1	-330	1	-4	-98	-286	-0.2	-6
COc1ccc(NS(=O)(=O)c2cc(NC(=O)CCc3ccc(OC)c(OC)c3)ccc2N2CCOCC2)cc1	-50	6	-0.1	nt	12	1	-10	6	13	0.0	1
Cc1ccc(N(CC(=O)NC2CCCCC2)C(=O)CNC(=O)c2ccco2)cc1C	9	3	-0.4	7	-3	-5	-4	-20	-12	0.0	5
O=C(c1cc([N+](=O)[O-])ccc1N1CCCCC1)N1CCc2ccccc21	-29	17	-0.6	1	28	18	18	-50	35	-0.6	-26
O=C(Nc1ccc(Cl)c(C(F)(F)F)c1)N1CCCC(O)C1 (centres undefined)	-7	4	0.8	-2	-40	-15	2	-11	-23	0.1	-10
COc1ccc(C(=O)NC2CC2)cc1OC1CCN(C(C)CSC)CC1 (centres undefined)	-2	4	1.0	1	6	3	-10	7	14	0.1	-1
Cc1[nH]c2ccccc2c1C=NNC(=O)c1cc(-c2cccnc2)nc2ccccc12	5	20	0.6	nt	-5	9	27	8	27	-0.2	-11
Cc1ccc(C2=Nc3ccccc3N=C(C(Cl)Cl)C2)cc1	-12	17	-4.8	1	-39	38	-22	-89	24	-0.1	1
CC(=O)c1cc(C#N)c(SCc2ccc([N+](=O)[O-])cc2)nc1C	-1	-6	-0.8	-1	7	-7	14	-2	20	0.0	-6
COc1ccc(CN(C)C[C@H]2OCCCC[C@H](C)Oc3ccc(NC(=O)CCC(F)(F)F)cc3C(=O)N([C@@H](C)CO)C[C@@H]2C)cc1	-8	nt	-1.8	nt	1	-9	-6	-5	2	0.7	8
Cc1ccc(NC(=O)c2ccc3[nH]c(=O)c(=O)[nH]c3c2)nc1	-12	-11	0.0	2	0	-9	-4	-31	-15	-0.1	2
